Screening data from PubChem BioAssay.
FECH inh = human FECH heme synthesis enzyme inhibition; P22830; purified FECH, Ni-mesoporphyrin absorbance 550 nm; calls only at 10 µM (by protocol); 3.3% of 20,000 active; AID 1671448;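 active means enzyme reaction rate more than 3 SD below the solvent-only control wells on the same plate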;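 further: lower slope than DMSO wells means FECH inhibition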
Target sequence (P22830 whole entry, looked up): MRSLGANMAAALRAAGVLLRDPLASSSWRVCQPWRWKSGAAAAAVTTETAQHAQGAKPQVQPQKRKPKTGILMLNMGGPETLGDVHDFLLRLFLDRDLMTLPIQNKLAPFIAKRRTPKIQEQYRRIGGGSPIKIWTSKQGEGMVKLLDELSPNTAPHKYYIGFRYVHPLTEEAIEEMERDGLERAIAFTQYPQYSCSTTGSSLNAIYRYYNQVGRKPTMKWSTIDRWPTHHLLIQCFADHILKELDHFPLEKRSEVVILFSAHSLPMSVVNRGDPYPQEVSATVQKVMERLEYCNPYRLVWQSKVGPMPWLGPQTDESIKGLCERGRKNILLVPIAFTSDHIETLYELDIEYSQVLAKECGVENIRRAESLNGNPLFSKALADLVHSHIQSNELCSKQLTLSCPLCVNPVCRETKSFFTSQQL
Calls only; i = inactive; + = active, no number. An excerpt; count on the stated rates, not on these rows.

SMILES | FECH inh
Cc1ccc(F)cc1CNC(=O)c1cc(Cn2ccc3ccccc32)[nH]n1 | i
CCCc1cc(C(=O)NCc2cc(C)cc3c(C)c(C)[nH]c23)no1 | i
CCCNc1ccccc1C(=O)N1CCN(C(=O)c2ccccc2)CC1 | i
CCCN(C(=O)C(=O)Nc1nncs1)C1CCCC1 | i
CC(=O)Nc1ccc(S(=O)(=O)Nc2nc3n(n2)C(c2ccc(F)cc2)C=C(c2ccc(Cl)cc2)N3)cc1 (stereo not given) | i
Cc1ccc(Nc2nc(NCCN(C)C)nc3c2cnn3-c2ccccc2)cc1C | i
Cc1ccc(Nc2nc(N3CCC(Cc4ccccc4)CC3)nc3c2cnn3-c2ccccc2)cc1C | i
C=C(C)COc1ccccc1C(=O)N(C)Cc1cc(C2CC2)n[nH]1 | i
COc1ccccc1N1CCN(C(=O)CCc2nc(-c3cc4ccc(C)cc4[nH]c3=O)no2)CC1 | +
O=C(O)c1[nH]ncc1CN1CCC(c2[nH]ncc2-c2cccc(F)c2)CC1 | i

FECH inh, what is marked active above.
SMILES | FECH inh
COc1ccccc1N1CCN(C(=O)CCc2nc(-c3cc4ccc(C)cc4[nH]c3=O)no2)CC1 | +

Back to the main list; the 5 compounds before the break are reprinted first.
SMILES | FECH inh
Cc1ccc(Nc2nc(NCCN(C)C)nc3c2cnn3-c2ccccc2)cc1C | i
Cc1ccc(Nc2nc(N3CCC(Cc4ccccc4)CC3)nc3c2cnn3-c2ccccc2)cc1C | i
C=C(C)COc1ccccc1C(=O)N(C)Cc1cc(C2CC2)n[nH]1 | i
COc1ccccc1N1CCN(C(=O)CCc2nc(-c3cc4ccc(C)cc4[nH]c3=O)no2)CC1 | +
O=C(O)c1[nH]ncc1CN1CCC(c2[nH]ncc2-c2cccc(F)c2)CC1 | i
COCCn1ccnc1-c1cc(C)c(O)c(C)c1 | i
CC(=O)Nc1ccc(Cl)c(C(=O)NC(CF)Cc2ccccc2)c1 (stereo not given) | i
COc1ccccc1C(=O)NC1CC(=O)N(c2cccc(F)c2)C1 (stereo not given) | i
Cn1cnc(S(=O)(=O)N2CCCC(C(=O)Nc3ccc(S(N)(=O)=O)cc3)C2)c1 (stereo not given) | i
Cc1noc(CN(C)Cc2cc3cc4c(cc3[nH]c2=O)CCC4)n1 | i
COc1c[nH]c(C(=O)N2CCC(=O)N(CC3CC3)C(C(C)C)C2)cc1=O (stereo not given) | i
C=CCN(CC(=O)Nc1ccc(Cl)cc1F)Cc1ccccn1 | i
CCC(CC)NC(C)c1nncn1C (stereo not given) | i
COc1ccccc1NC(=O)Nc1nc(CC(=O)NC2CCCCC2)cs1 | i
Cc1ccc(C)c(NS(=O)(=O)c2ccc(N)c(S(N)(=O)=O)c2)c1 | +
CCOc1ccc(NC(=O)NCCn2c(-c3ccncc3)nc3cccnc32)cc1 | i
CSc1ccc(CNC(=O)CSc2cc(Oc3cc(C)cc(C)c3)ncn2)cc1 | +
COc1ccc(OC)c(CC(=O)N(C)Cc2ccncc2C)c1 | i
COc1cccc(NC(=O)Cn2c(C(=O)OC(C)C)cc3ccsc32)c1 | i
CCOC(=O)CC1=CC(=O)N(CC(=O)Nc2ccc(C)cc2)c2ccccc2N1 | i
CC(C)c1nn(-c2ccccc2)c2c1C(c1nccs1)CC(=O)N2 (stereo not given) | i
CN(CCCc1cnn(C)c1)C(=O)C1(c2ccccc2F)CC1 | i
CN1CCN(Cc2ccc3cccc(O)c3n2)CC1C(=O)O (stereo not given) | i
CCc1ccccc1NCc1nc2nc(C)c(Cc3ccc(Cl)cc3)c(=O)n2[nH]1 | +
NS(=O)(=O)c1ccc(CCNC(=O)NCc2noc3ccccc23)cc1 | i
COc1ccccc1-c1nc(Cn2c(=O)c3cnc(-c4ccc(Cl)cc4)nc3n(C)c2=O)c(C)o1 | i
CCn1c(CNS(=O)(=O)c2ccc(C(C)(C)C)cc2)nc2cccnc21 | i
COc1ccccc1Cn1c(CNS(=O)(=O)c2ccc(CC(C)C)cc2)nc2cccnc21 | i
CCn1ccnc1CNC(=O)COc1c(C)ccc(C)c1C | i
O=C(c1cccc(C(F)(F)F)c1)N1CCN(S(=O)(=O)c2cc3c4c(c2)CCN4C(=O)CC3)CC1 | i
O=S(=O)(NCc1nc2cccnc2n1Cc1ccc(Cl)cc1)c1ccccc1 | i
Cc1ccc(O)c(CN(Cc2ccncc2)Cc2ccc(F)cc2)n1 | i
CC(C)NC(=O)C1CCC(Cn2c(=O)c3sccc3n(CC(=O)NCc3ccco3)c2=O)CC1 (stereo not given) | i
C[C@@H]1CN(CCC(=O)NCCC2CN(C)CCO2)C[C@H](C)O1 (stereo not given in full) | i
CCc1cc(Sc2ccccc2NC(=O)c2ccccc2)n2nc(C)nc2n1 | i
CCSCC(C)NCc1nn(C)c2ccc(C)cc12 (stereo not given) | i
COc1cc(N2Cc3cnn(CCO)c3C2)ncn1 | i
COc1ccc(-c2nccn2C2Cc3ccccc3C2)c(OC)c1 | i
CS(=O)(=O)NCc1nc2cccnc2n1Cc1ccc(Cl)cc1 | i
Cc1ccc(C)c(NC(=O)CCn2cc(-c3sccc3C)nn2)c1 | i
C=CCN(Cc1ccccc1OC)C(C)=O | i
CC(C)c1ccc2c(c1)-c1ccccc1S(=O)(=O)N2CC(=O)NCCN1CCOCC1 | i
COC(=O)c1ccc2c(c1)nc(N1CCOC(c3ccc(Cl)cc3)C1)n2C (stereo not given) | i
Cc1cc(NC(=O)CC2CCCCC2)n(-c2ncnc3c2cnn3-c2ccc(F)cc2)n1 | i
CC(=O)NCCC1CN(C2CCN(c3ccc(C)cc3)CC2)CCO1 (stereo not given) | i
CCCc1nc2nc[nH]n2c(=O)c1NC(=O)Nc1ccc2c(c1)OCCO2 | i
CCc1cc(Sc2ccccc2NC(=O)c2ccc(Br)cc2)n2ncnc2n1 | i
Cc1nnc(SCCCNC(=O)c2cn(-c3ccccc3)nn2)s1 | i
Cc1cc(C2CCCN2Cc2cc3cc4c(cc3[nH]c2=O)OCO4)on1 (stereo not given) | i
CC1CCN(C(=O)Cn2c(=O)n(CC3CCC(C(=O)NC(C)C)CC3)c(=O)c3sccc32)CC1 (stereo not given) | i
CCC(=O)Nc1ccccc1-c1nnc(SCC(=O)Nc2ccc(C)c(Cl)c2)[nH]c1=O | i
CN(Cc1ncc[nH]1)[C@@H]1CS(=O)(=O)C[C@H]1O | i
CCCCNC(=O)C1CCN(c2ccc(-c3ccc(C)cc3)nn2)CC1 | i
Cc1cc(N(C)C)nc(Nc2ccc(NC(=O)CC3CCCC3)cc2)n1 | i
c1cc2c(c(-n3ccnc3C3CCOC3)c1)CCCC2 (stereo not given) | i

(cont.)
SMILES | FECH inh
Cc1cccc(Cn2c(CNS(=O)(=O)Cc3ccccc3)nc3cccnc32)c1 | i
Cc1cc(NCCN(C)S(C)(=O)=O)nc(-c2cccnc2)n1 | i
Cc1ccc(NC(=O)N2CCC(n3cnc4cccnc43)CC2)c(C)c1 | i
COC(=O)[C@H](C)NC(=O)c1oc2cc(OC)ccc2c1C | i
Cc1ccc(C)c(S(=O)(=O)N2CCN(Cc3nc4cccnc4n3-c3cccc(F)c3)CC2)c1 | i
COc1cc(S(=O)(=O)N2CCN(c3nc(C)cc(Nc4ccc(C)cc4)n3)CC2)c(C)cc1C | i
CC(=O)N1CCc2c(sc(NC(=O)CCc3ccccc3)c2-c2nc3ccccc3s2)C1 | i
CCc1[nH]c2ccc(CNC(=O)C3Cc4ccccc4O3)cc2c1C (stereo not given) | i
CNC(=O)c1ccc(CN2CC=C(C(C)N(C)C(C)=O)CC2)o1 (stereo not given) | i
O=C(Cn1ccc(-c2ccco2)n1)Nc1ccn(Cc2ccccc2)n1 | i
Cc1cc(Nc2ccccc2)nc(N2CCN(S(=O)(=O)c3cccc(Cl)c3)CC2)n1 | i
COc1ccccc1CNS(=O)(=O)c1ccc2c(c1)CCN2C(=O)CCC(=O)N1CCCCCC1 | i
Cc1ccc(CN2c3ccccc3-c3nc(SCC(=O)Nc4ccc(C)c(Cl)c4)ncc3S2(=O)=O)cc1 | i
CN1CCC(NC(=O)C2(N(C)CCc3ccccc3)Cc3ccccc3C2)C1=O (stereo not given) | i
Cc1oc(-c2ccc(Cl)cc2)nc1CSc1nc(-c2ccccc2)cc(=O)[nH]1 | i
O=C1C[C@H]2CC[C@@H](CN1)N2C(=O)COc1ncnc2ccccc12 | i
Cc1cccc(C2=NC3(CCN(C(=O)Cc4nc(C)sc4C)CC3)C(=O)N2)c1 | i
CCOc1ccc(OCC)c(S(=O)(=O)N2CCN(c3nc(C)cc(Nc4ccc(C)cc4)n3)CC2)c1 | i
CCc1ccccc1-c1c(-c2ccccc2)ncn1CC[C@@H](C)CO | i
Cn1c(=O)c2c(-c3cccc(Br)c3)c(Nc3ccccc3)oc2n(C)c1=O | i
CCCN(c1nc2nc(C)c(Cl)c(C)n2n1)S(=O)(=O)c1ccccc1 | i
CCOC(=O)c1cc2n(n1)CC(C)(C(=O)NC1CCC(C)CC1)N(c1ccc(C)c(F)c1)C2=O (stereo not given) | i
Cc1nnsc1C(=O)N1CCc2c(nc(-c3ccncc3)nc2N(C)C)C1 | i
CCOC(=O)c1ccc(NC(=O)Cn2c(C(=O)OCC)cc3ccsc32)cc1 | i
Cc1cc(C)cc(S(=O)(=O)NCc2nc3cccnc3n2C(C)C)c1 | i
CCc1cccc(C)c1NS(=O)(=O)c1cc(N2C(=O)CCS2(=O)=O)ccc1C | +
CCOc1ccc(Nc2nc(NCCCOC(C)C)nc3c2cnn3-c2ccccc2)cc1 | i
CCC(c1cccnc1)N(C)Cc1sccc1C (stereo not given) | i
O=C(c1cnc(Nc2ccccc2)nc1)N1CCOC(C(F)(F)F)C1 (stereo not given) | i
CN(Cc1cccs1)C(=O)c1cc(CN2CCC(O)CC2)on1 | i
O[C@@H]1CN(Cc2cccc3nsnc23)CC[C@H]1c1ccc2c(c1)OCO2 | i
COc1ccccc1-c1nc(Cn2c(=O)c3cnc(-c4ccc(C)cc4)nc3n(C)c2=O)c(C)o1 | +
COc1ccc(NC(=O)NCCn2c(-c3ccncc3)nc3cccnc32)cc1 | i
COC(=O)c1ccccc1NC(=O)CSCc1nc(-c2ccc(F)cc2)no1 | i
c1cc2c(cc1N1CCC(N3CCOC4(CNCCOC4)C3)CC1)CCC2 (stereo not given) | i
CC1(C)CC1(Cn1cnnc1)c1ccccc1 (stereo not given) | i
Cc1ccc(-c2cc(N3CCN(S(=O)(=O)c4ccc(Br)cc4)CC3)ncn2)cc1 | +
COc1cccc(-c2cc(N3CCN(S(=O)(=O)c4ccc(F)c(Cl)c4)CC3)ncn2)c1 | i
COc1ccc(OC)c(S(=O)(=O)NCc2nc3cccnc3n2C2CCCC2)c1 | i
Cc1ccsc1[C@@H]1CCN(C(=O)c2ccc3c(c2)nnn3C)C[C@H]1O | i
Cc1cccc(C)c1Oc1ncccc1CNC(=O)c1cccnn1 | i
CCN1CCc2c(sc(NC(=O)COc3ccccc3)c2C(=O)OC)C1 | i
Cc1cccc(NS(=O)(=O)c2cc(C(=O)N3CCCC3)cs2)c1C | +
COc1ccc(S(=O)(=O)NCCn2c(-c3ccccc3)nc3cccnc32)cc1 | i
CCC(C(=O)Nc1ccccc1)n1c(C(=O)OC)cc2ccsc21 (stereo not given) | i
CCc1cc(Sc2ccc(NC(=O)Nc3ccc(C)cc3Cl)cc2)n2ncnc2n1 | i
CN(C)S(=O)(=O)N1CCC(Oc2ccc(-n3cnnn3)cc2)CC1 | i
CC(C)c1nccn1CCCNC(=O)c1ccc(N2CCc3[nH]ncc3C2)nc1 | i
COc1ccc(N2C(=O)CCS2(=O)=O)cc1S(=O)(=O)Nc1ccc(N(C)C)cc1 | i
O=C(Cc1cccc(F)c1)NCCn1c(CCc2ccccc2)nc2cccnc21 | i

Reformatted with tabs: three of the compounds above.
Compound	FECH inh
CN(C)S(=O)(=O)N1CCC(Oc2ccc(-n3cnnn3)cc2)CC1	i
CC(C)c1nccn1CCCNC(=O)c1ccc(N2CCc3[nH]ncc3C2)nc1	i
COc1ccc(N2C(=O)CCS2(=O)=O)cc1S(=O)(=O)Nc1ccc(N(C)C)cc1	i

Next structures follow:
SMILES | FECH inh
O=c1cc(CN2CCCCCC2)nc2nc(NCc3ccc(F)cc3)[nH]n12 | i
c1cnc2c(c1)nc(-c1ccncc1)n2CCN1CCNCC1 | i
Cn1ccnc1SCCNc1cc(N2CCOCC2)ncn1 | i
Cc1cc(N2CCCC2)nc(Nc2ccc(NC(=O)c3ccccc3F)cc2)n1 | i
O=C(O)c1cc(NS(=O)(=O)c2ccc(C3CCCCC3)cc2)cnc1N1CCOCC1 | i
CCO[C@H]1[C@H](NC(=O)CN2CCOC2=O)c2ccccc2C12CCNCC2 | i
COCCNc1cc(-c2ccc3cc[nH]c(=O)c3c2)c2cc[nH]c2n1 | i
CCN(CC)S(=O)(=O)c1ccc2c(c1)CC(C(=O)N1CCC(C(N)=O)CC1)N2C(C)=O (stereo not given) | i
CN(C)C(=O)c1ccc2c(c1)N(CC(=O)N1CCN(c3ccccn3)CC1)C(=O)C1CCCCN21 (stereo not given) | i
Cc1cc(C)n(C2CCN(Cc3cnc4c(-c5ccccc5)cnn4c3)C2)n1 (stereo not given) | i
Cn1c(=O)c(C(=O)NC2CCCC2)nc2ccccc21 | i
Cc1ccccc1-c1nc(CSc2nc(C)c(C)c(=O)[nH]2)c(C)o1 | i
Cc1nnsc1CN(C)Cc1cccc(C(=O)Nc2cccc(F)c2)c1 | i
COc1ccc(OCCNc2ccccc2-c2nn[nH]n2)cc1 | i
CCCCCNC(=O)C1CCC(Cn2c(=O)c3sccc3n(CC(N)=O)c2=O)CC1 (stereo not given) | i
CC(C)c1csc(C(=O)N2CCn3cncc3C2)n1 | i
CS(=O)(=O)NC1CCN(CC2(O)CCCN(CCc3ccccc3)C2=O)CC1 (stereo not given) | i
c1ccc(-n2ncc3c(Nc4ccc5c(c4)OCO5)nc(N4CCOCC4)nc32)cc1 | i
